GalR3 antagonist: GalR3 antagonists in HEK293 cells, primary screen, cell-based, fluorescence readout; HEK293 GalR3-CNG cAMP membrane potential fluorescence; galR3 body fused to GalR1 C-terminus; AID 651719, 2012; actives 0.44% (n = 360,000); Galanin receptor type 3 (Homo sapiens), O60755; inhibition, % at 3 µM;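 active = inhibition above the screen-wide average plus 3 SD, cut at about 13% in these data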;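 note: forskolin and galanin both at EC90 stimulate the cells; cAMP rise reported by CNG channel membrane potential dye signal; 0% = forskolin plus galanin with DMSO and 100% = forskolin alone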
Target sequence (O60755 1-299 limits assumed): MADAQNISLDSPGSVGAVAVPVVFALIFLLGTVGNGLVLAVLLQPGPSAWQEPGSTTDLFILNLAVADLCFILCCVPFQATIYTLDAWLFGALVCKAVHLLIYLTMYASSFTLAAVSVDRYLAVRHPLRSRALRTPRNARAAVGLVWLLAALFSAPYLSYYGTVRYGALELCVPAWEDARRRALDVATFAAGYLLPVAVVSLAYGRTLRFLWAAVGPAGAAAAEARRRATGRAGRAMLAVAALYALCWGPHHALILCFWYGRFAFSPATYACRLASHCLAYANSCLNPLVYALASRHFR
CRFBP-R2 agonist: agonists of CRF-BP/CRF-R2 complex, primary screen, cell-based, HEK293, calcium dye fluorescence, uHTS; calcium dye fluorescence (FLIPR); percent of saturating CRF peptide response; activation, % at 13.2 µM; actives 0.46% (n = 350,000); AID 588473, 2011;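 active = activation of at least 50%, plus an integration ratio under a set limit after plate pattern correction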;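 note: plate controls were neutral control wells without compound for no effect and CRF at EC100 for full effect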
DNA FID counter: compounds displacing fluorescent DNA intercalator, primary screen, artefact control for HCV NS3 helicase inhibitor project, biochemical, FID fluorescence | inhibition, % at 7.9 µM | DNA fluorescent intercalator displacement | actives 0.17% (n = 290,000); in the data active = inhibition above about 37%;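 note: 0% = vehicle and 100% = reference compound; higher means more ethidium bromide displaced from hairpin DNA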
MEKK3 PB1 HTS: modulators of MEKK3-MEK5 PB1 binding, primary screen, biochemical, wildtype MEKK3, multiplex bead flow cytometry, Alexa488-MEK5; Mitogen-activated protein kinase kinase kinase 3 (Homo sapiens), Q99759; bead-based flow cytometry, Alexa488-MEK5 binding to MEKK3; actives lie on both sides; 0 = blocked by unlabeled MEK5, 100 = vehicle; binding response (% of control), % at 10 µM; actives 1.4% (n = 290,000);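 active = binding response more than 3 SD above or below the average of its plate-row segment, actives on both sides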;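 note: Alexa488 bead fluorescence after subtracting the streptavidin-only scavenger bead signal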
MEKK2wt PB1 HTS: modulators of MEK5 binding to wildtype MEKK2, primary screen, biochemical, multiplex bead flow cytometry, Alexa488-MEK5; binding response (% of control), % at 10 µM; actives 1.1% (n = 290,000); Alexa488-MEK5 binding to MEKK2 WT; actives lie on both sides; Mitogen-activated protein kinase kinase kinase 2 (Homo sapiens), Q9Y2U5; in the data active = binding response below about 67% or above about 130%
MEKK2 mut-MEK5: MEK5 binding signal on mutant MEKK2 PB1, primary screen, biochemical, multiplex bead flow cytometry, Alexa488-MEK5 | Alexa488-MEK5 binding to MEKK2 mutant | percent response, % at 10 µM | actives 0.35% (n = 290,000); in the data active = percent response above about 24%, passing the limit was not always enough; note: inactives centre near 1; some results filed as inactive read as strong as hits
HCV NS3 hel inh: inhibitors of HCV NS3 helicase, primary screen, biochemical, Cy5 molecular beacon fluorescence | NS3 helicase DNA unwinding | actives 0.56% (n = 290,000) | inhibition, % at 10.9 µM | Hepatitis C virus NS3 helicase;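 active = inhibition above the mean of all tested compounds plus 3 SD, set per campaign, cut at about 35% in these data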;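 note: 0% = DMSO wells and 100% = thioflavine S control wells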
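Material: hepatitis C virus NS3 helicase domain fragment enzyme; measured by: Cy5 fluorescence, 0 and 60 min reads; control set: DMSO and thioflavine S; incubation: 60 min unwinding reaction at 25 °C after ATP addition; read-out basis: % inhibition from 60/0 min fluorescence ratio, DMSO 0%, thioflavine S 100%; repeats: singlicate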
SUMO HTRF inh: inhibitors of in vitro SUMOylation cascade, primary screen, biochemical, HTRF, uHTS; HTRF SUMOylation assay, SAE1/SAE2 + UBC9; inhibition, % at 35 µM; actives 0.36% (n = 290,000); AID 2006, 2009; in the data active = inhibition above about 50%, passing the limit was not always enough; note: strong numbers were not always called active
Target sequence (P63279 whole entry, looked up): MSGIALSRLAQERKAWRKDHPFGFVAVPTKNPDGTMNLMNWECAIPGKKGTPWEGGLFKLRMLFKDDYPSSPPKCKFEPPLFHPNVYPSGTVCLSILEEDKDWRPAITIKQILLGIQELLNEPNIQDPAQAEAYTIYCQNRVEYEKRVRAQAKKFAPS
CRFBP-R2 block: antagonists of CRF-BP/CRF-R2 complex, primary screen, cell-based, HEK293, calcium dye fluorescence, uHTS; CRF-induced calcium fluorescence; inhibition, % at 11.8 µM; actives 0.59% (n = 350,000); AID 588475, 2011;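 active = inhibition of the ligand-induced calcium signal above about 50% at the single tested concentration, limit read from the data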
The depositor's hits bear a star; . = not tested or not shown. Some of the compounds tested; count on the stated rates, not on these rows.

SMILES	GalR3 antagonist	CRFBP-R2 agonist	DNA FID counter	MEKK3 PB1 HTS	MEKK2wt PB1 HTS	MEKK2 mut-MEK5	HCV NS3 hel inh	SUMO HTRF inh	CRFBP-R2 block
CCOC(=O)CC(Nc1nc(N2CCOCC2)nc(N2CCOCC2)n1)c1ccccc1Cl (centres undefined)	0	1.8	-17	103	105	22	-5	7	1
Cc1cccc(Oc2ccc(S(=O)(=O)N3CCCCC3)cc2N)c1	-1	-1.2	-20	101	99	1	-4	-6	23
CC(=O)Nc1sc(NC(=O)c2ccccc2)nc1-c1cccs1	-5	0.2	-1	107	103	4	-11	3	-3
O=C(Cn1c(=O)c2cccn2c2ccccc21)NCCCN1CCCCC1	-8	3.5	6	95	99	2	16	3	-12
O=C(NCCc1ccccc1)C1c2ccccc2C(=O)N1Cc1cccs1 (centres undefined)	0	0.8	-12	100	91	-6	-7	-1	-9
CCC(C)[C@H](NC(=O)NCc1cccc(OC)c1)C(=O)OC (some centres undefined)	6	0.9	-3	101	102	4	-2	-9	17
O=C(COC(=O)c1cc(S(=O)(=O)N2CCc3ccccc3C2)ccc1Cl)NCc1ccco1	1	1.2	-17	95	95	2	0	21	0
CCN(CC)C(=O)c1cc2cc([N+](=O)[O-])ccc2s1	-4	1.9	-1	105	102	1	8	-6	-20
O=C(CCCCC(=O)NCc1cccs1)NCc1cccs1	-4	-0.8	-3	113	108	6	11	-4	12
Cn1ncc(Cl)c1C(=O)N1CCN(c2ccccc2)CC1	-4	0.9	-14	99	101	3	3	8	-12
COc1nc(-c2ccc(Cl)cc2)ccc1-c1noc(-c2ccco2)n1	-2	2.0	-4	97	96	0	-5	12	-6
CC(C)(C)OC(=O)[C@H](Cc1ccccc1)NC(=O)c1nc[nH]c1C(=O)N1CCN(c2ccccc2)CC1	-4	0.1	-46	102	91	-6	-12	-16	-12
CCOc1ccccc1NC(=O)NNC(=O)COc1cccc(C)c1C	-4	-0.3	-40	99	98	-4	3	4	-5
COc1ccccc1/C=C1/SC(=O)N(CCC(=O)Nc2ccc(S(=O)(=O)Nc3nccs3)cc2)C1=O	-1	-1.6	-14	104	96	-2	-28	59*	-14
CC(C)(C)n1nc2c(c1NC(=O)COc1ccccc1F)CS(=O)(=O)C2	7	-2.5	-6	99	100	8	-11	-3	22
CC1(C)CN(c2cccc(-c3ccnc4ncnn34)c2)C1=O	0	1.3	-6	112	108	-48	4	33	-7
Clc1ccc(OCCn2c(-c3ccco3)nc3ccccc32)cc1	-9	-0.7	-20	104	103	2	-10	9	10
Cc1c(NC(=S)NC(C)(C)C)c(=O)n(-c2ccccc2)n1C	-6	0.4	2	.	.	.	-18	10	-5
CC1Oc2ccccc2N(Cc2ccccc2Cl)C1=O (centres undefined)	.	-1.1	-10	106	106	7	1	-3	-4
COc1cccc(N2CCN(CC(=O)Nc3nc4c(s3)CC(C)CC4)CC2)c1 (centres undefined)	-8	1.3	-17	97	101	6	-10	-11	-8
CC(C)N(C(=O)CSc1nc(Cc2ccccc2)nc2ccccc12)C(C)C	-9	0.2	-32	104	103	3	-16	-9	1
O=C(CCc1ccccc1)Nc1nnc(-c2ccc3c(c2)OCCO3)o1	5	-1.0	-18	99	102	6	-12	22	-23
Cc1cccc2sc(NC(=O)CN(C)S(=O)(=O)c3cccs3)nc12	2	2.8	-8	98	104	8	-11	-25	-19
CCn1c(NC(=O)c2ccccc2F)c(-c2cccs2)c(=O)c2ccccc21	-2	-1.2	-5	74	81	-30	-2	19	-3
Cc1nn(C)c(C(=O)N/N=C/c2cccnc2)c1Br	0	1.6	-6	103	110	5	2	6	8
CCOc1cccc(/C=C/c2cc(C(=O)O)c3ccccc3n2)c1OC	.	-2.9	-16	98	102	7	8	12	3
COc1ccc(N2C(=O)C(F)(F)C2c2ccc(C)cc2)cc1OC (centres undefined)	-4	-2.0	-20	109	101	-1	3	-15	27
COC(=O)c1ccc(CN2CCN(C3CCCCC3)C(CCO)C2)cc1 (centres undefined)	3	-1.9	0	104	110	5	13	11	1
CCOC(=O)N1CCC(Nc2c(N3CCN(c4cccc(C(F)(F)F)c4)CC3)c(=O)c2=O)CC1	-7	-1.1	-16	97	97	3	-5	21	12
Cc1ccnn1CC(=O)N/N=C/c1cccs1	-8	-1.4	-3	99	96	-1	4	9	-1
CCCc1[nH][nH]c(=O)c1C(c1ccc(Br)cc1)C(C#N)C#N (centres undefined)	3	0.4	-7	96	94	-3	5	6	-29
CCCCNC(=O)CSc1nc2cc3c(cc2c(=O)n1Cc1ccco1)OCO3	-8	0.4	-6	117	114	0	7	24	-8
CNC(=O)/C(C#N)=C/c1ccc(-c2ccccc2[N+](=O)[O-])o1	-5	2.0	7	98	99	-3	6	28	-15
Cc1ccccc1NC(=O)Cc1cn(C)c2ccccc12	0	-1.2	-7	112	105	1	1	10	10
COc1ccc(NC(=S)N2CCN(S(=O)(=O)c3ccccc3)CC2)cc1OC	-2	-0.8	-12	98	97	-5	-6	-1	-1
Nc1cc(Cl)c(N)cc1Cl	-4	-2.5	5	104	102	-2	-5	-5	3
C=CCSc1nnc(NC(=O)C23CC4CC(CC(NC(C)=O)(C4)C2)C3)s1	1	-1.6	-40	84	89	-8	9	18	-1
Cc1cc(C)c(NC(=O)C2=CCN(S(=O)(=O)c3ccc(F)cc3)CC2)c(C)c1	-2	-1.3	-9	108	101	-3	-2	5	-1
COc1ccccc1NC(=O)c1cc(Cl)nnc1Cl	-5	-2.9	0	103	95	-2	-5	-6	17
Cc1cc(Oc2ccc(=O)n(C)n2)nc(Oc2ccc(=O)[nH]n2)n1	-2	-2.5	0	101	97	6	0	14	-2
O=C(Nc1c(C(=O)O)[nH]c2ccc(F)cc12)c1cccc(C(F)(F)F)c1	1	-3.6	-5	101	104	1	12	13	-2
O=C(Nc1ccc(F)cc1)c1c(Cl)nc2ccccn12	-1	-0.7	-6	96	92	-7	-4	16	-7
CCc1c(C)[nH]c2nc3ccccc3n2c1=O	0	0.1	-4	100	100	1	-2	20	-5
COc1ccnc(CSC(N)=Nc2ccc(F)cc2)c1	-5	5.7	-3	110	97	11	1	-6	86*
Cn1c(-c2ccc(F)cc2)cnc1SCC(=O)Nc1ccccc1	-7	-1.2	-12	91	85	-10	-12	-2	-6
Cc1cc(NC2C3CC4CC(C3)CC2C4)n2nnnc2n1 (centres undefined)	-6	0.4	-4	103	99	3	3	16	-15
CN(C)CCCN(C(=O)c1ccc(S(=O)(=O)N2CCOCC2)cc1)c1nc2ccc(F)cc2s1	-4	18	16	92	106	-1	-40	-1	-44
Cc1nn(-c2ccccc2)c(N)c1N=Nc1cccnc1	5	0.7	-6	99	94	-6	1	4	-5
CCOc1ccc(CNCCc2ccc(S(N)(=O)=O)cc2)cc1	-5	2.3	12	97	91	-8	-7	15	2
CC1(c2nnc(-c3ccc(F)cc3)o2)CC(c2cccnc2)=NO1 (centres undefined)	-4	0.4	.	101	103	0	.	.	3
Cc1oc(-c2ccccc2)cc1C(=O)Nc1ccc2ccccc2c1	0	2.7	6	108	119	9	12	12	1
CCN1CCN(C(=O)CCc2nnc3ccc(N4CCC5(CC4)OCCO5)nn23)CC1	2	1.8	-8	102	102	2	3	30	-3
CCCN(CC(=O)Nc1ccccc1C)C(=O)Cc1coc2cc(C)ccc12	-1	0.9	-36	100	104	1	-1	12	-9
O=C(NCc1ccc(F)cc1)C(=O)c1cn(CC(=O)N2CCCC2)c2ccccc12	-3	0.9	-38	104	109	8	-1	67	-11
CCc1nc2oc3ccccc3c(=O)c2c(=O)n1Cc1ccc(OC)cc1	-2	-4.5	-11	104	98	-1	0	0	8
C=CCOc1cccc(C(=O)N2CCCC(CNS(=O)(=O)c3cccs3)C2)c1 (centres undefined)	-6	-6.0	-22	91	88	-6	1	16	20

Among those listed so far, these have a thiophene ring, fused or not.
SMILES	GalR3 antagonist	CRFBP-R2 agonist	DNA FID counter	MEKK3 PB1 HTS	MEKK2wt PB1 HTS	MEKK2 mut-MEK5	HCV NS3 hel inh	SUMO HTRF inh	CRFBP-R2 block
CC(=O)Nc1sc(NC(=O)c2ccccc2)nc1-c1cccs1	-5	0.2	-1	107	103	4	-11	3	-3
O=C(NCCc1ccccc1)C1c2ccccc2C(=O)N1Cc1cccs1 (centres undefined)	0	0.8	-12	100	91	-6	-7	-1	-9
CCN(CC)C(=O)c1cc2cc([N+](=O)[O-])ccc2s1	-4	1.9	-1	105	102	1	8	-6	-20
O=C(CCCCC(=O)NCc1cccs1)NCc1cccs1	-4	-0.8	-3	113	108	6	11	-4	12
Cc1cccc2sc(NC(=O)CN(C)S(=O)(=O)c3cccs3)nc12	2	2.8	-8	98	104	8	-11	-25	-19
CCn1c(NC(=O)c2ccccc2F)c(-c2cccs2)c(=O)c2ccccc21	-2	-1.2	-5	74	81	-30	-2	19	-3
Cc1ccnn1CC(=O)N/N=C/c1cccs1	-8	-1.4	-3	99	96	-1	4	9	-1
C=CCOc1cccc(C(=O)N2CCCC(CNS(=O)(=O)c3cccs3)C2)c1 (centres undefined)	-6	-6.0	-22	91	88	-6	1	16	20
